# Assay outcomes from PubChem.
# Abeta yeast res: restores growth of yeast expressing A-beta42 peptide; Potency, µM (series often up to 46.1 µM), for inactives: at the highest dose growth rescue, hits mostly activators; AID 1347071; yeast expressing A-beta42, growth rescue, OD600, 48 h; response scale: 0% DMSO, 100% iron-clioquinol control; 0.063% of 410,000 active; also: potency is read from the fitted curve at half-maximal effect; nearly all actives have a fitted effect of over 55% in size
#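 Yeast A-beta toxicity model in growth medium with pinned compounds, 48 h at 30 C; growth read as absorbance at 600 nm. Normalized to FeCl3/clioquinol equimolar mix (positive) and DMSO (negative).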
# MmCpn inh: blocks the Methanococcus maripaludis chaperonin Mm-Cpn. purified Mm-Cpn ATPase, ADP Transcreener TR-FRET. Potency, µM (doses to about 76.9 µM), for the others: at the highest dose activity, negative = inhibition, hits mostly inhibitors. 0.031% of 330,000 active. AID 504842; also: potency is read from the fitted curve at half-maximal effect; % is scaled to controls: 0 for no effect and ±100 for the full control effect; nearly all actives have a fitted effect of over 80% in size
#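 ATP (10 uM final) was added to archaeal chaperonin (25 nM final) after 10 min exposure to test compound at 37°C; after 30 min further incubation, ADP was detected by competitive TR-FRET.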
# GLP1R cytotox: cytotoxicity counter-screen for GLP-1 receptor inverse agonists. 0.13% of 410,000 active. HEK293 cAMP-luciferase reporter cells, luminescence, 24 h. AID 624418. Potency, µM (top dose mostly 38.3 µM), for inactives: top-dose activity change, negative = inhibition, actives largely listed as inhibitors;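 also: loss of luciferase light is scored as toxicity; potency is read from the fitted curve at half-maximal effect; % is scaled to controls: 0 for no effect and ±100 for the full control effect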
#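 To flag toxic compounds, the library was rerun on cells for 24 hr at 37 deg C and 5% CO2. Viability-linked luminescence was captured 12 min after adding luciferase detection reagent.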
# aSyn rescue: alpha-synuclein toxicity inhibition in yeast | Yeast expressing alpha-synuclein, growth rescue, BacTiter-Glo, 24 h | Potency, µM (titrated, usually from 46.1 µM), inactives show top-dose growth rescue (activation), actives largely listed as activators | 0.14% of 370,000 active; also: potency is read from the fitted curve at half-maximal effect; % of control where 0% means no effect; nearly all actives have a fitted effect of over 65% in size
#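 Galactose-induced alpha-syn yeast (OD600=0.02, raffinose-pregrown) + pinned cpd, 24 hr, 30 deg C; growth by BacTiter-Glo luminescence. Growth restoration scores as activation.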
# TDP43 rescue: inhibitors of TDP-43 toxicity in yeast | TDP-43 expressing yeast growth rescue, BacTiter-Glo, 24 h | Potency, µM (titrated, usually from 46.1 µM), for inactives: at the top dose growth rescue (activation), actives largely listed as activators | 1.8% of 410,000 active; also: potency is read from the fitted curve at half-maximal effect; % of control where 0% means no effect; nearly all actives have a fitted effect of over 50% in size
#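 Readout is BacTiter-Glo luminescence of cell growth, so inhibitors register as activators. TDP-43-expressing yeast at OD600=0.02 in galactose medium, after raffinose pregrowth to mid-log, were incubated with compound for 24 hr at 30 deg C.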
# FUS yeast rescue: FUS proteinopathy suppression in yeast; S. cerevisiae FUS-expressing, growth rescue, OD600, 24 h; Potency, µM (titrated, usually from 76.6 µM), for the others: at the top dose growth rescue (activation), most hits filed as activators; 0.24% of 390,000 active; AID 1347120;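 also: potency is read from the fitted curve at half-maximal effect; plate controls were DMSO vehicle for no effect and reference control for full effect; nearly all actives have a fitted effect of over 55% in size; some results filed as inactive show a strong effect at the top dose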
#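 Cultures pregrown in 2.5% raffinose medium are shifted to minimal medium containing 2% galactose to express toxic FUS. Compounds are tested at several concentrations. After 24hr at 30C, growth is quantified at 600 nm absorbance.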
# PTHR1 ag: agonists of human PTHR1 parathyroid hormone receptor | HEK293 GP2 PTHR1 cells, GloSensor cAMP luminescence, 1 h | Potency, µM (series often up to 115 µM), inactives show at the top dose activation, hits mostly activators | 0.075% of 410,000 active; also: potency is read from the fitted curve at half-maximal effect; nearly all actives have a fitted effect of over 55% in size; some results filed as inactive show a strong effect at the top dose; inactives centre near -15; many of its hits are not listed in these tables
# Target sequence (Q03431 whole entry, looked up): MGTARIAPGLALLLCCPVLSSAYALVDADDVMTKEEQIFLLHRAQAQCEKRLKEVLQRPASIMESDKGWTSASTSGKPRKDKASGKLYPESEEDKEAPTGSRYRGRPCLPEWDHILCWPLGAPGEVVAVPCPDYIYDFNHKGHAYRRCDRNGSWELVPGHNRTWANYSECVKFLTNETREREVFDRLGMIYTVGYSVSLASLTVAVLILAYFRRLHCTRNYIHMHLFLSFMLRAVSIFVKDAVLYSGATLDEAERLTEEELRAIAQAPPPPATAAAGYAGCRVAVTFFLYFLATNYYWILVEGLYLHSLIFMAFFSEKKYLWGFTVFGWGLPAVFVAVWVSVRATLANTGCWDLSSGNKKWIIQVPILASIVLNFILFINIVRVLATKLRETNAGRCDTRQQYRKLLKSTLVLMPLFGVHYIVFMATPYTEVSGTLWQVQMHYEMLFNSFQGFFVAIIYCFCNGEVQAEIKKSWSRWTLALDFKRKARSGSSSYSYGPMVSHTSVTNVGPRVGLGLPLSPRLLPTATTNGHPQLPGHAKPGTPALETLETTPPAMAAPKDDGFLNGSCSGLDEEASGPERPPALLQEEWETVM
#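 HEK-293-derived GP2 cells expressing PTHR1 and a GloSensor cAMP reporter, 3,000/well, plated overnight, given luciferin plus IBMX (each 0.5 mM as added) for 1 h at 37 °C, then compound for 1 h at 37 °C. Luminescence was read after 15 min at room temperature.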
# GLP-1R inv ag: GLP-1 receptor (human) inverse agonism; HEK293 GLP-1R CRE-luciferase, luminescence, 24 h; GLP-1R form is constitutively active; 1.6% of 410,000 active; Potency, µM (doses to about 38.3 µM), for the others: at the top dose activity change, negative = inhibition, most hits filed as inhibitors; P43220; also: potency is read from the fitted curve at half-maximal effect; % is scaled to controls: 0 for no effect and ±100 for the full control effect; nearly all actives have a fitted effect of over 55% in size
# Target sequence (P43220 whole entry, looked up): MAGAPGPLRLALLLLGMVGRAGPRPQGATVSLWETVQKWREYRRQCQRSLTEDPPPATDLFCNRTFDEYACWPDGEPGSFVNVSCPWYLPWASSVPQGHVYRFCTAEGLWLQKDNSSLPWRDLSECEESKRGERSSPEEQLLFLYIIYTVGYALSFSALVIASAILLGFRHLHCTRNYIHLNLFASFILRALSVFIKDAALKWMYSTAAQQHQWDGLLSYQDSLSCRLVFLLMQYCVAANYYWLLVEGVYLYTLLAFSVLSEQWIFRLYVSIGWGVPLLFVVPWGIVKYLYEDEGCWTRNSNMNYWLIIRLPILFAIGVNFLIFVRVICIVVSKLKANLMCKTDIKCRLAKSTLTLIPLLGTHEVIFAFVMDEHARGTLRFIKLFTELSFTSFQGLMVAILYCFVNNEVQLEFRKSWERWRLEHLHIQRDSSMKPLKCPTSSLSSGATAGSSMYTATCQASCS
#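 Using stably transfected HEK293 (constitutively active GLP-1R, cAMP-luciferase reporter), compounds were incubated 24 hr and luciferase measured by luminescence.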
# Akt phos inh: inhibitors of Akt phosphorylation | activity change, % for hits at 50 µM | Neuro2A IGF-stimulated pAkt S473 HTRF, 20 min; stronger effect = lower value | 0.32% of 360,000 active | AID 651550; in the data active = activity change below about -80%; inconclusive = mostly about -51% to -80%; also: % is scaled to controls: 0 for no effect and ±100 for the full control effect
#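 Neuro2A cells in DMEM with 0.5% FBS, overnight at 37 deg C, given compound at single 50 µM final, then IGF (6 nM final) for 20 min at 37 deg C. Lysed; phospho-Akt Ser473 by HTRF after 24 h, 665/615 ratio.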
# Active calls of the source: *; i = inactive; ? = inconclusive; · = no result given; [ ] = another dose, or the depositor's remark. Unless noted, calls follow the shape of the dose curve; as a rule, active = well fitted curve in the direction sought with a large enough effect; inconclusive = small, poorly fitted or top-dose-only effect, or another doubt; inactive = no such curve, though single readings can be large; an effect the other way counts as inactive or inconclusive. This is a subset. The share of hits here may be higher or lower than overall.
(1) COc1ccc(CNC(=O)c2cc(-c3ccc(OC)cc3)nc3n[nH]c(-c4cccc([N+](=O)[O-])c4)c23)cc1
(2) OCC1OC(n2ccc3c2ncn2ncnc32)C(O)C1O (stereo unspecified)
(3) COc1ccc(CC(=O)OCC(=O)NCc2ccc(Cl)cc2)cc1
(4) CN(C)c1ccc(NC(=O)CCN2C(=O)c3cccc([N+](=O)[O-])c3C2=O)cc1
(5) COc1cc(OC)c(NC(=O)N2CCN3CCCCC3C2)cc1Cl (stereo unspecified)
(6) CCOC(=O)c1csc(N/N=C2\CCc3ccccc32)n1
(7) COc1cccc(C(=O)Nc2cc3cc(OC)ccc3oc2=O)c1
(8) COc1ccc(NC(=O)Cn2cc(S(=O)(=O)c3ccccc3)c(=O)c3cc4c(cc32)OCO4)cc1

entry no.	1	2	3	4	5	6	7	8
Abeta yeast res	0%	-20%	-19%	1%	0%	4%	-11%	-19%
MmCpn inh	·	·	2%	-1%	·	-1%	·	·
GLP1R cytotox	6%	-24%	-10%	-11%	2%	-22%	2%	1%
aSyn rescue	·	-14%	5%	-7%	·	-6%	·	·
TDP43 rescue	?	27%	2%[9.22 µM]	8%	?	9%	14%	22%
FUS yeast rescue	32%	-13%	3%	12%	4%	39%	-5%	24%
PTHR1 ag	-47%	-12%	-84%[inhibitor]	0%	-17%	?	i	-26%
GLP-1R inv ag	-4%	7.9µM*	-3%	18%	2%	?	4%	10%
Akt phos inh	·	i	i	i	·	i	·	·

(9) CCCCOc1ccc(C(=O)NCC(=O)NCCOc2ccc(C)cc2)cc1
(10) Cc1cccc(NC(=O)Nc2cnccn2)c1
(11) CCOC(=O)Cc1ccc(NC(=O)Nc2ccccc2OCc2cc(=O)n3ccccc3n2)cc1
(12) CN(C)/C=C(\C#N)C(=O)N/N=C/c1ccc(Cl)cc1
(13) CCN1C(=O)CSC1=NC1C2CC3CC(C2)CC1C3 (stereo unspecified)
(14) Cc1ccc(S(=O)(=O)Cn2nnnc2CN2CCOCC2)cc1
(15) CCOc1ccc(NC(=O)C/C(C)=N/NC(=O)c2cnccn2)cc1
(16) CCNC(=O)C1(C)CCCN(C(=O)/C=C/c2ccccc2)C1 (stereo unspecified)

entry no.	9	10	11	12	13	14	15	16
Abeta yeast res	-14%	-12%	-11%	-2%	14%[9.22 µM]	-9%	12%	-15%
MmCpn inh	2%	4%	·	1%	0%	-3%	-1%	·
GLP1R cytotox	-14%	-1%	-11%	-5%	-5%	-24%	4%	-5%
aSyn rescue	3%	-5%	·	1%	-20%	4%	-2%	-2%
TDP43 rescue	6%	4%	21%	23%	21%	1%	6%	6%
FUS yeast rescue	-10%	-20%	-15%	-40%	-44%	-9%	16%	-23%
PTHR1 ag	i	i	i	i	0%	-23%[57.5 µM]	-20%	i
GLP-1R inv ag	-16%	11%	-3%	-10%	?	-11%	8%	13%
Akt phos inh	i	i	·	i	i	i	i	i

(17) Cc1cc(C)n2ncc(C(=O)NCc3cccnc3)c2n1
(18) Cc1ccc(S(=O)(=O)n2ccc3c2CCCC3=O)cc1
(19) O=C(CSc1nnc(-c2ccc(S(=O)(=O)N3CCOCC3)cc2)o1)c1ccccc1F
(20) O=C(O)CN1C(=O)NC2(CCCc3ccccc32)C1=O (stereo unspecified)
(21) COC(=O)[C@H](CCSC)NC(=O)NCc1cccs1
(22) Cc1nc2sc(C(c3ccc(F)cc3)N3CCOCC3)c(O)n2n1 (stereo unspecified)
(23) O=C(NC1CCS(=O)(=O)C1)c1ccc(Br)s1 (stereo unspecified)
(24) CCC(CC)NC(=O)Nc1ccccc1C

entry no.	17	18	19	20	21	22	23	24
Abeta yeast res	26%[9.22 µM]	-10%	18%	-17%	-13%	-2%	8%	-7%
MmCpn inh	-3%	1%	-3%	1%	-1%	1%	0%	1%
GLP1R cytotox	7%	-18%	-16%	?	6%	3%	-1%	-24%
aSyn rescue	2%	9%	-1%	-7%	2%	-9%	-1%	-1%
TDP43 rescue	0%	-11%	-18%	2%	-4%	-13%	11%	-6%
FUS yeast rescue	-39%	9%	5%	7%	?	7%	-10%	-7%
PTHR1 ag	-1%	-24%	-4%[57.5 µM]	-19%	-1%	i	i	i
GLP-1R inv ag	46%[activator]	2%	5%	-10%	-1%	-7%	-3%	1%
Akt phos inh	i	i	i	i	i	i	i	i

(25) Cc1cc(NC(=O)c2ccco2)sc1C
(26) O=C1C2C3CCC(C3)C2C(=O)N1Cc1ccccc1 (stereo unspecified)
(27) Cc1ccccc1-c1nc(CN2CCC(C(=O)NC3CCCCC3)CC2)c(C)o1
(28) COc1cc(C(=O)NCCc2ccc(S(=O)(=O)N3CCCC3)cc2)cc(OC)c1OC
(29) FC(F)(F)c1cccc(Cc2noc(CN3CCC(N4CCCCC4)CC3)n2)c1
(30) COC(=O)c1cc(S(=O)(=O)Nc2cccc(-c3ccno3)c2)c[nH]1
(31) COc1ccc(NC(=O)c2ccc(NC(=O)CN3CCN(c4ccc(O)cc4)CC3)cc2)cc1
(32) O=C(CC1CCCC1)NCCS(=O)(=O)N1CCN(c2ccc(F)cc2)CC1

entry no.	25	26	27	28	29	30	31	32
Abeta yeast res	-45%[inhibitor]	-7%	1%	-10%	-2%	4%	11%	14%
MmCpn inh	0%	0%	-1%	-1%	0%	·	·	0%
GLP1R cytotox	-12%	4%	-5%	11%	-8%	0%	-22%	11%
aSyn rescue	-37%[inhibitor]	-3%	1%	1%	1%	0%	0%[1.84 µM]	0%
TDP43 rescue	-23%	1%	-15%	23%	·	14%	5%	17%
FUS yeast rescue	·	·	5%	-19%	4%	1%	24%	3%
PTHR1 ag	-15%	i	-28%	-61%[inhibitor]	i	-10%	-13%	-22%
GLP-1R inv ag	2%	-23%	?	12%	5.6µM*	4%	?	-15%
Akt phos inh	i	i	i	i	i	i	i	i

(33) CN1CCN(C(=O)C2CCN(c3ncc(C(F)(F)F)cc3Cl)CC2)CC1
(34) CCC(C)(C)n1nnnc1C(c1cc(OC)ccc1OC)N1CCC(C(N)=O)CC1 (stereo unspecified)
(35) N#Cc1ccc(S(=O)(=O)NCC(=O)OCC(=O)N2CCCC2=O)cc1
(36) O=C(CC1Oc2ccccc2NC1=O)NCCCN1CCCC1=O (stereo unspecified)
(37) Cc1ccc(-c2nnn(CC(=O)N(CCN3CCOCC3)C(C(=O)NC3CCCC3)c3ccncc3)n2)o1 (stereo unspecified)
(38) O=C(NC1CC2CCCC(C1)N2S(=O)(=O)c1ccccc1)c1ccccc1 (stereo unspecified)
(39) CCn1c(SC)nnc1-c1nnc(SC)n1CC
(40) CC[C@H]1c2[nH]c3ccccc3c2C[C@@H]2C(=O)N(c3ccc(F)cc3)C(=O)N21

entry no.	33	34	35	36	37	38	39	40
Abeta yeast res	-15%	-7%	2%	0%	-1%	4%	4%	-8%
MmCpn inh	1%	1%	1%	-2%	1%	2%	1%	-3%
GLP1R cytotox	7%	23%	-3%	-12%	12%	-20%	-3%	-1%
aSyn rescue	-3%	7%	0%	4%	-1%	10%	0%	-5%
TDP43 rescue	-11%	-4%	11%	?	-12%	21%	13%	-6%
FUS yeast rescue	-4%	19%	6%	-10%	26%	-16%	-21%	-21%
PTHR1 ag	-18%	i	i	-6%	-7%	-8%	i	-45%[inhibitor]
GLP-1R inv ag	?	-6%	-2%	2%	26%	?	23%	?
Akt phos inh	i	i	i	i	i	i	i	i

# Rewritten field by field: 2 of the compounds above
[39] CCn1c(SC)nnc1-c1nnc(SC)n1CC
  Abeta yeast res = 4%
  MmCpn inh = 1%
  GLP1R cytotox = -3%
  aSyn rescue = 0%
  TDP43 rescue = 13%
  FUS yeast rescue = -21%
  PTHR1 ag = i
  GLP-1R inv ag = 23%
  Akt phos inh = i

[34] CCC(C)(C)n1nnnc1C(c1cc(OC)ccc1OC)N1CCC(C(N)=O)CC1 (stereo unspecified)
  Abeta yeast res = -7%
  MmCpn inh = 1%
  GLP1R cytotox = 23%
  aSyn rescue = 7%
  TDP43 rescue = -4%
  FUS yeast rescue = 19%
  PTHR1 ag = i
  GLP-1R inv ag = -6%
  Akt phos inh = i

# Next part.
(41) O=C(O)c1ccc(CS(=O)(=O)c2c(Cl)cccc2Cl)o1
(42) COc1cc(NC2c3ccccc3C(=O)N2c2ccc(C)cn2)cc(OC)c1OC (stereo unspecified)
(43) CCc1c(C)c2ccc(OCC(=O)OC(C)C)c(C)c2oc1=O
(44) Clc1ccc(-c2nnnn2-c2ccc(Cl)c(Cl)c2)cc1Cl
(45) Cc1c(C)c2ccc(OC(C)C(=O)NC3CC(C)(C)NC(C)(C)C3)cc2oc1=O (stereo unspecified)
(46) N#Cc1c(N)oc(-c2cccs2)c1-c1cccs1
(47) CC12CCC(/C(=C/NNc3ccc([N+](=O)[O-])cc3[N+](=O)[O-])C1=O)C2(C)C (stereo unspecified)
(48) CSc1ccc(/C=N/NC(=O)C[n+]2ccccc2)cc1

entry no.	41	42	43	44	45	46	47	48
Abeta yeast res	-1%	-10%	13%	?	1%	2%	-1%	1%
MmCpn inh	0%	0%	1%	-2%	-2%	-1%	·	0%
GLP1R cytotox	-1%	-6%	4%	8%	2%	2%	-31%	31%
aSyn rescue	1%	-8%	0%	8%	5%	12%	15%	-1%
TDP43 rescue	6%	24%	-6%	?	4%	11%	17%	-3%
FUS yeast rescue	-20%	-1%	20%	-18%	-13%	7%	-4%	-9%
PTHR1 ag	i	-23%	-2%[57.5 µM]	-24%[57.5 µM]	-3%	-10%	-26%	-33%[inhibitor]
GLP-1R inv ag	7%	14%	3%	?	18%	-13%	?	6%
Akt phos inh	i	i	i	·	i	i	i	i
